Tb PYK inh: T. brucei pyruvate kinase inhibition; Q57TT1; TbPYK enzyme, Kinase-Glo Plus ATP luminescence, 45 min; Potency, µM (highest dose often 76.8 µM), for the others: top-dose activity, negative = inhibition, actives largely listed as inhibitors; actives 0.12% (n = 410,000); note: nearly all actives have a fitted effect of over 50% in size
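Activity of T. brucei pyruvate kinase was followed by Kinase-Glo Plus luminescence after the enzyme reacted 45 min at room temperature with 130 uM ADP (final) and substrate. Test compounds were added before ADP at multiple concentrations.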
AMA1-RON2 inh: AMA1-RON2 (P. falciparum) interaction inhibition | Potency, µM (top dose mostly 58.2 µM), for the others: at the top dose activity change, negative = inhibition, usual class: inhibitors | AID 720542 | AlphaScreen AMA1-biotinylated RON2 peptide binding | actives 0.2% (n = 360,000);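 note: 0% = vehicle wells and -100% = peptide control; nearly all actives have a fitted effect of over 45% in size; some results filed as inactive show a strong effect at the top dose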
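AMA1 (3D7) with his tag at 25 nM final met compounds first, then biotinylated RON2 peptide at 25 nM; detection used donor plus acceptor beads, 10 µg/mL apiece, read by AlphaScreen after 30 min at room temperature.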
* marks the source's active call; other numbers are inactive results; u = inconclusive; [ ] = remark or other dose. Calls come from the whole dose curve; as a rule, active = well fitted curve in the direction sought with a large enough effect; inconclusive = small, poorly fitted or top-dose-only effect, or another doubt; inactive = no such curve, though single readings can be large; an effect the other way counts as inactive or inconclusive. Unless noted, % is set by controls: 0 for no effect and ±100 for the full control effect; potency is the fitted concentration of half-maximal effect. The list is partial, so the mix of outcomes need not match the whole.

Every second line gives: Tb PYK inh | AMA1-RON2 inh
> COc1ccc(C2c3cc4c(cc3OC(N3CCOCC3)C2C)OCO4)c(OC)c1 (stereo not given)
  -7% | u
> CN(C)CCNc1ncnc2c1ncn2[C@H]1CN(Cc2cccs2)C[C@@H](CO)O1
  0% | 11%
> c1ccc(Cc2c(-c3ccco3)nc3c4ccccc4ccn23)cc1
  -13% | u
> CC1=NN(C(N)=S)C(=O)C1N=Nc1c(C)n(C)n(-c2ccccc2)c1=O (stereo not given)
  -9% | 51%[activator]
> CN1C(=O)C(c2ccccc2)C(=O)N(C)C1=O
  -1% | -14%
> Cc1cc(Br)cn2c(Cc3ccccc3C(F)(F)F)c(-c3cccc(Br)c3)nc12
  6% | 1%
> O=C(OCc1cn([C@H]2CN(C(=O)C3CCCCC3)[C@@H](c3ccc(Cl)cc3)C[C@@H]2O)nn1)c1ccccc1
  -6% | -7%
> COc1cccc(NC(=O)c2cccc(NC(=O)c3ccco3)c2)c1
  3% | 4%
> O=c1ncn(C2CCCCC2)c(=O)[nH]1
  1% | 4%
> Cc1ccc(-c2csc(C(O)c3cccc(Cl)c3)n2)cc1C (stereo not given)
  -5% | 5%
> Cc1cccc(OCC(=O)OCC(=O)Nc2ccc(Cl)cn2)c1
  7% | 7%
> CCCNC(=O)C1(C)CCN(C(=O)c2cccc(OC(F)(F)F)c2)C1 (stereo not given)
  2% | -7%
> O=C(COC(=O)c1cnc(Cl)c(Cl)c1)c1ccc(F)cc1
  0% | 0%
> CC1(Oc2cnc(Cl)c3ccccc23)CCN(Cc2ccc(OC(F)(F)F)cc2)C1 (stereo not given)
  -7% | -15%
> COc1ccc(NC(=O)N(C)C[C@@H]2OCc3cnnn3CCCC(=O)N([C@@H](C)CO)C[C@H]2C)cc1
  -5% | -1%
> O=C(COC(=O)c1cc(S(=O)(=O)N2CCOCC2)ccc1F)c1ccccc1
  4% | -5%
> O=C(C[C@@H]1C/C=C\C[C@H](Cc2ccc(F)cc2)C(=O)OC[C@@H]2CCCN2C1=O)N[C@H](CO)Cc1ccccc1
  1% | 11%
> Cc1ccc(C(=O)COC(=O)[C@@H](NC(=O)c2ccco2)C(C)C)s1
  -1% | -20%
> O=C(COC(=O)c1ccc([N+](=O)[O-])s1)c1ccc[nH]1
  -5% | -22%
> Cc1ccc(NC(=O)COc2ccc(C(=O)NCCc3ccccc3)cc2)cc1
  2% | -10%
> O=C(COC(=O)COc1ccc(Cl)cc1Cl)NC1CC1
  -3% | -5%
> Nc1sc2c(c1C(=O)NC1CC1)CCCC2
  u | 22%
> C[C@H](CO)N1C[C@H](C)[C@@H](CN(C)Cc2cccc(C(F)(F)F)c2)OCc2cnnn2CCCC1=O
  -5% | -4%
> CCc1nc2ccc(C(=O)NCCCn3ccnc3)cn2c1N(C)C(=O)c1cccc(OC)c1
  -3% | 2%
> CC(=CCOc1ccc2ccc(=O)oc2c1)C1=CC(=O)C(C)(C)O1
  4% | -8%
> CCOC(=O)[C@]12CCC=C1N(Cc1ccco1)C(=O)[C@H](CC(=O)NCC13CC4CC(CC(C4)C1)C3)C2
  -6% | -8%
> Cn1c(N)c(C(=O)COC(=O)COc2cc(Cl)c(Cl)cc2Cl)c(=O)n(C)c1=O
  -3% | -3%
> CCc1nc2ccccc2c(C(=O)OCc2nc3ccccc3c(=O)[nH]2)c1C
  1% | 7%
> CCOC(=O)c1ccc(NC(=O)c2nc[nH]c2C(=O)N[C@H](C)CO)cc1
  5% | 109%[activator]
> O=C(NCc1nnnn1-c1ccccc1)c1ccc2ccccc2c1
  3% | -8%
> Cc1ccc(NS(=O)(=O)c2cccc(C(=O)N3CCCCC3)c2)cc1
  -4% | 7%
> COc1ccc(C(=O)OCc2cc(=O)n3ccsc3n2)cc1F
  1% | -22%
> CCN(C[C@H]1N[C@@](Cc2ccccc2)(C(=O)OC)[C@H]2C(=O)N(Cc3ccccc3)C(=O)[C@@H]12)C(=O)NC(C)C
  -1% | 4%
> OC(c1cccc(Cl)c1)c1ncc(-c2cccc(C(F)(F)F)c2)[nH]1 (stereo not given)
  -3% | -6%
> Cc1ccc2nc(-c3ccc(C#N)cc3)c(Cc3ccccc3C(F)(F)F)n2c1
  -8% | -3%
> CCOC(=O)C1(C)CCN1C(=O)c1ccc(-c2ccccc2)cc1 (stereo not given)
  0% | 4%
> CC(C)(C)OC(=O)C[C@@H]1C/C=C\C[C@H](CC(=O)N(CCO)Cc2ccccc2)C(=O)N2CCC[C@H]2COC1=O
  1% | 18%
> O=CNc1cc(-c2ccccc2Oc2ccccc2)cn2c(-c3ccc(F)cc3)cnc12
  -4% | 26%
> COc1cc(NC(=O)Nc2nc(C(N)CCc3ccccc3)cs2)cc(OC)c1OC (stereo not given)
  2% | 75%[activator]
> Cc1ccc(S(=O)(=O)N2[C@@H](c3ccc(Cl)c(Cl)c3)C(C(=O)O)=C[C@H]2C(C)(C)C)cc1
  -15% | -11%
> COc1ccc(CC(=O)NNC(=S)NC(=O)c2cc(OC)c(OC)c(OC)c2)cc1
  -21% | 157%[activator]
> C[C@H]1CN([C@@H](C)CO)C(=O)CCCn2cc(nn2)CO[C@@H]1CN(C)S(=O)(=O)c1ccc(-n2cccn2)cc1
  0% | 13%
> C[C@@H]1CN([C@@H](C)CO)C(=O)CCCn2nncc2CO[C@@H]1CN(C)S(=O)(=O)c1ccccc1F
  3% | -6%
> CC(=O)Nc1cccc(-c2ccnc3c2CC(C(=O)NCc2ccc(F)c(F)c2)O3)c1 (stereo not given)
  -2% | -18%
> CNc1nc(Oc2cccc(F)c2)c2sccc2n1
  2% | -10%
> O=C1CCC(CCc2nc3ccccc3[nH]2)(c2ccccc2)C(=O)N1 (stereo not given)
  0% | 17%
> Clc1cccc(-c2nc3ccc(Br)cn3c2Cc2ccsc2)c1
  -10% | -4%
> Cc1cnc(CNC(=O)c2ccc3nc([C@@H]4O[C@H](CO)[C@H](O)[C@H](O)[C@H]4O)[nH]c3c2)cn1
  -8% | 3%
> CC(C)(C)c1nnc(NC(=O)CCC2CCCCC2)s1
  -3% | 1%
> O=C(/C=C/[C@H]1O[C@@H](n2cnc3c(NC(=O)c4ccccc4)ncnc32)[C@H](O)[C@@H]1O)NCCc1c[nH]c2ccccc12
  -1% | 19%

The results go on:
Every second line gives: Tb PYK inh | AMA1-RON2 inh
> O=C(CC1Sc2ccccc2NC1=O)NNc1cccc(Cl)c1Cl (stereo not given)
  -4% | -6%
> CCOC(=O)c1ccc(NC(=O)NC2=NCCS2)cc1
  -3% | -6%
> O=C(NCc1ccncc1)[C@@H]1CCCN1C(=O)[C@@H]1CCCN1C(=O)c1ccccc1
  -13% | 4%
> O=C1C2C3C=CC(O3)C2C(=O)N1N=Cc1ccc2c(c1)OCO2 (stereo not given)
  -13% | -8%
> Cc1nn(CC(=O)NCCCN2CCCC2=O)c(C)c1[N+](=O)[O-]
  -8% | -21%
> CCOC(=O)C1CCN(C(=O)/C=C/c2ccc(S(=O)(=O)N3CCOCC3)cc2)CC1
  -5% | 6%
> C#CCNC(=O)C1=C[C@@H](c2ccc(C#C)cc2)C[C@@H](OCCCCO)O1
  -1% | -5%
> Cc1ccc2ccccc2c1C(O)c1ncc(-c2cccc(F)c2)[nH]1 (stereo not given)
  -2% | -4%
> Cc1cc(C)c(NC(=S)NC(=O)c2ccccc2)cc1C
  -13% | 44%[activator]
> c1ccc(CSc2cc3ccccc3[nH]2)cc1
  -13% | 2%
> Cn1c(=O)c2cc(NC(=O)NCc3ccccc3)ccc2n1Cc1cccc(C(F)(F)F)c1
  -3% | 0%
> Cn1c(NCc2ccncc2)nc2cc(-c3ccsc3)sc2c1=O
  1% | -1%
> CCCCn1c(N)c(N(CCOC)C(=O)COC(=O)c2ccccc2NCCO)c(=O)[nH]c1=O
  4% | 2%
> CC(C)(C)c1ccc(CC(=O)N2CCC2(C)C(=O)NCc2cccs2)cc1 (stereo not given)
  1% | 1%
> CCCCOC(=O)c1ccccc1N
  2% | 4%
> CCN(CC)S(=O)(=O)c1ccc(C)c(NC(=O)CSc2nnnn2C)c1
  -20% | 3%[11.6 µM]
> Cc1ccccc1-c1cc2nc(NCc3cccnc3)n(C)c(=O)c2s1
  0% | 5%
> COc1cc(C(C)=O)cc(OC)c1O
  -4% | 8%
> O=C(Nc1ccc(N2CCOCC2)c(S(=O)(=O)Nc2ccc(Cl)cc2)c1)c1ccc(=O)[nH]n1
  5% | 0%
> COc1ccccc1-c1cc(NC=O)c2ncc(-c3ccc(F)cc3)n2c1
  -3% | 39%[activator]
> C[C@@H]1CN([C@@H](C)CO)C(=O)CCCn2nncc2CO[C@H]1CN(C)S(=O)(=O)c1cccc(F)c1
  3% | 11%
> C[C@@H]1CN([C@@H](C)CO)C(=O)c2cc(Br)cnc2O[C@H]1CN(C)C(=O)c1ccccc1F
  -2% | -1%
> Cc1ccc(-c2nn3c(-c4ccccc4)nnc3o2)cc1
  -6% | 8%
> COc1cc(C(=O)N2C[C@H]3CON(C)[C@H]3C[C@H]2c2ccc(N3CCCCC3)cc2)cc(OC)c1OC
  2% | 4%
> COc1ccc(Br)c(Cn2c(C)c(C(=O)NCc3ccc(F)cc3)sc2=O)c1
  3% | -11%
> CC(C)OC(=O)N(C)C[C@@H]1OCc2cnnn2CCCC(=O)N([C@H](C)CO)C[C@@H]1C
  2% | 0%
> Cc1cc2nc(-c3ccc(Cl)cc3)c(Cc3cccc(Cl)c3)n2c(C)c1Br
  -2% | -7%
> O=C(c1[nH]c(C(F)(F)F)nc1-c1ccccc1)N1CCC(C(O)(c2ccccc2)c2ccccc2)CC1
  12% | 0%
> CC1=C(C(=O)N2CCCCCC2)CC(CC(=O)NCCN2CCOCC2)C(=O)N1Cc1ccc(F)cc1 (stereo not given)
  1% | 5%
> OC(c1ccc(F)c(F)c1)c1nc(-c2cccc(F)c2)cs1 (stereo not given)
  -1% | 10%
> C[C@H]1CCCCO[C@H](CN(C)C(=O)C2CCCCC2)[C@@H](C)CN([C@@H](C)CO)C(=O)c2cc(NC(=O)NC3CCCCC3)ccc2O1
  -6% | 4%
> CC(C)c1cc(C(F)(F)F)nc(NNc2nc(C(C)C)cc(C(F)(F)F)n2)n1
  -11% | 124%[activator]
> O=C1NCC(Nc2ccccc2Cl)C(=O)N1 (stereo not given)
  -1% | 3%
> CN1CCCCCC1=Nc1ccc([N+](=O)[O-])cc1
  4% | 4%
> CCNC(=O)C1(C)CCCN(Cc2ccc(-c3ccccn3)cc2)C1 (stereo not given)
  -2% | 8%
> CN1C[C@@H]2[C@@H]3C(=O)N(C)C(=O)[C@@H]3[C@](Cc3ccccc3)(C1=O)N2C(=O)c1ccccc1
  -4% | 14%
> CC1(C(=O)NCc2ccc3c(c2)OCO3)CCN1CCc1ccccc1 (stereo not given)
  -5% | -1%
> CCc1nc2ccc(C(=O)N(C)CCN(C)C)cn2c1N(C)Cc1cc2ccccc2s1
  -1% | -5%
> O=C(NCCN1CCC(n2c(=O)[nH]c3ccccc32)CC1)c1ccc(F)cc1
  4% | 0%
> CCOc1ccc(-c2noc(-c3csc([C@@H]4C[C@H](O)[C@@H](CO)O4)n3)n2)cc1
  1% | 10%
> CC1C(=O)OC2CCN3CC=C(COC(=O)C(C)(O)C1(C)O)C23 (stereo not given)
  2% | -2%
> CCC1CCCCN1C(=O)COC(=O)c1cccs1 (stereo not given)
  3% | -5%[11.6 µM]
> CCCCCCn1c(COc2ccccc2F)nnc1SCC(=O)NC1CCS(=O)(=O)C1 (stereo not given)
  5% | 3%[11.6 µM]
> CC1(C)CC(=O)C(C(c2cc([N+](=O)[O-])ccc2Cl)C2C(=O)CC(C)(C)CC2=O)C(=O)C1
  -13% | -5%
> CCC1([N+](=O)[O-])COC(c2ccc(OC)cc2)OC1 (stereo not given)
  2% | 5%
> O=C(COc1ccc(Br)cc1Br)NN1C(=O)c2ccccc2C1=O
  -1% | 88%[activator]
> CN(C)c1ccc(C=c2c3ccccc3n3c2c2ccccc2[n+]3C)cc1
  u | u
> CC(=O)Nc1ccc2c(c1)ncn2C1CCCCC1
  4% | 1%
> CCOC(=O)C(=CNc1ccc(O)c(C(=O)OC)c1)C(=O)OCC
  -3% | 8%
> COc1cc(C2c3cc4c(cc3OC(NCc3ccccc3)C2C)OCO4)cc(OC)c1OC (stereo not given)
  1% | -16%

(continued)
Every second line gives: Tb PYK inh | AMA1-RON2 inh
> NS(=O)(=O)c1ccc(CNC(=O)Cc2ccsc2)cc1
  4% | 27%
> Cn1cc(C2OC(=O)c3ccccc32)c2ccccc21 (stereo not given)
  2% | -6%
> CCOc1ccc(OCCNC(=O)c2ccc3c(c2)nnn3CC)cc1
  0% | -11%[11.6 µM]
> CCn1c(SCC(=O)c2cc(OC)ccc2OC)nnc1-c1ccncc1
  0% | -2%

Profiles, looked up by structure:
Entry for NS(=O)(=O)c1ccc(CNC(=O)Cc2ccsc2)cc1 : Tb PYK inh = 4%; AMA1-RON2 inh = 27%
Entry for CCOc1ccc(OCCNC(=O)c2ccc3c(c2)nnn3CC)cc1 : Tb PYK inh = 0%; AMA1-RON2 inh = -11%[11.6 µM]

Screens: PubChem, National Center for Advancing Translational Sciences (NCATS)
